RSV antiviral HEp-2 – RSV antiviral activity via CPE protection, HEp-2 cells, primary 10 µM value included (AID 2391). HEp-2 cells, RSV-induced CPE inhibition; higher % means a stronger effect. CPE inhibition, % at 10 µM; hits with a dose series show IC50 in µM. 0.13% of 310,000 active; in the data active means a potency from the dose series; inconclusive means CPE inhibition mostly from about 23% at the one dose, without a potency; inactive means the rest, 99 in 100 with CPE inhibition below about 21%; further: strong numbers were not always called active
TNAP activation fold – human TNAP enzyme activators, primary screen, biochemical, luminescent, no phosphate acceptor, uHTS (AID 1001) | activation fold at 20 µM, or EC50 in µM where a hit was titrated | 0.03% of 200,000 active | purified TNAP, luminescent activation assay, no phosphate acceptor; higher activation fold means a stronger effect; in the data active means activation fold from about 3, or a potency from the dose series; inactive means the rest, 99 in 100 with activation fold below about 1.6; further: many of its hits are not listed in these tables
NTR1 ag – agonists of NTR1, primary screen, imaging, U2OS cells, beta-arrestin-GFP, high content (AID 493036); activation, % at 20 µM; 0.17% of 330,000 active; NTR1-U2OS beta-arrestin-GFP spot imaging, agonist mode; P30989;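 active means activation at or above 40% of the spot to cytoplasm intensity ratio, with at least 20 cells analyzed; inconclusive means wells under 20 cells, flagged as cytotoxic or low count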;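 further: 0% = DMSO without peptide and 100% = 100 nM NTR1 peptide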
Target sequence (P30989 whole entry, looked up): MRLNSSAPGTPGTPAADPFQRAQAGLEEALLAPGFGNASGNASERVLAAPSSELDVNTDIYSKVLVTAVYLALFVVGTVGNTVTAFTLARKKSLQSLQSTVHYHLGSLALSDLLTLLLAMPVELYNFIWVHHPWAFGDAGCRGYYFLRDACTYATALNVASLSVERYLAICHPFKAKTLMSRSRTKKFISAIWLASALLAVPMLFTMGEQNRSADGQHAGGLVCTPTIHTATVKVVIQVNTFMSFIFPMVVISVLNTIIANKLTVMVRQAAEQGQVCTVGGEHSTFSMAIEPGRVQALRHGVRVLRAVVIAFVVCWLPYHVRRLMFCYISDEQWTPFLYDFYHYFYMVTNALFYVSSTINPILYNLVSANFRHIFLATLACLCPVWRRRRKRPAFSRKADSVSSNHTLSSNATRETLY
Rac1 GTP hydrolysis – MgcRacGAP GTPase-activating activity inhibitors, confirmation, biochemical, ADP Hunter fluorescence | MgcRacGAP-stimulated Rac1 GTP hydrolysis, ADP Hunter fluorescence; higher % means a stronger effect; GST-tagged Rac1 F28L mutant substrate | inhibition, % at 30 µM, or IC50 in µM where a hit was titrated | 0.6% of 340,000 active | AID 624330;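 active means first-screen hits whose inhibition reached a set limit at any dose in the follow-up dose series; inconclusive means inhibition above the set first-screen limit but never retested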;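 further: fluorescence reports GDP produced by GAP-driven GTP hydrolysis; strong numbers were not always called active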
UTI89 phage lysis – inhibition of K1F phage lysis, E. coli UTI89, bacterial capsule biogenesis inhibitors, alamar blue (AID 488966); inhibition, % at 100 µM; hits with a dose series show IC50 in µM; 0.02% of 340,000 active; E. coli UTI89 K1F phage lysis, alamar blue, 2 h; higher % means a stronger effect;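 active means phage lysis inhibition, versus mean bacterial control, above a set limit; inconclusive means no clear call, values can overlap the other calls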;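 further: capsule biogenesis inhibitors block K1F phage lysis so surviving cells raise fluorescence; higher fluorescence means more inhibition of phage lysis; actives were called in the ten point dose series up to 300 µM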
PhoP inhibition – inhibitors of PhoP regulon expression, primary screen, Salmonella Typhimurium, GFP reporter (AID 1863). S. Typhimurium PhoP-regulated promoter GFP reporter, 4 h; higher % means a stronger effect. inhibition, % at 50 µM, or IC50 in µM where a hit was titrated. 0.16% of 300,000 active;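 active means inhibition over 29.93%, a cutoff 3 SD above the screen mean, later confirmed by dose response; inconclusive means inhibition over 29.93% but no dose response follow-up; inactive means inhibition at most 29.93% or unconfirmed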;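 further: 0% = low Mg2+ inducing control and 100% = high Mg2+ repressing control; strong numbers were not always called active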
Myeloid diff MLP – myeloid differentiation induction | 1% of 360,000 active | calls only at 10 µM | ER-HoxA9 myeloid progenitors, lysozyme-GFP differentiation, flow cytometry;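 active means normalized GFP-positive differentiation at or above the plate's own cutoff, the solvent-only control mean plus 3 SD; inconclusive means no clear call, values can overlap the other calls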;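 further: cells exposed to compound for four days before flow analysis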
Large T inhibition – SV40 large T antigen inhibitors, biochemical (AID 1903); inhibition, % at 20 µM; hits with a dose series show IC50 in µM; SV40 large T antigen ATPase/helicase inhibition assay; higher % means a stronger effect; 0.39% of 310,000 active; in the data active means a potency from the dose series; inconclusive means inhibition mostly from about 32% at the one dose, without a potency; inactive means the rest, 99 in 100 with inhibition below about 32%; further: strong numbers were not always called active
T cell modulator – T cell immune modulation candidate. 0.068% of 330,000 active. 2C CD8+ T cell-vesicle binding, flow cytometry; stronger effect = lower value. calls only at 7 µM;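 active means response, share of CD8 T cells binding vesicles, and their 90th percentile fluorescence all below set limits, cut at about 80% in these data, passing the limit was not always enough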
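Benchmarks: naked versus QL9-loaded vesicles / Assay system: purified 2C TCR transgenic mouse naive CD8+ T cells / Technique: high-throughput flow cytometry with anti-B7-1 and anti-CD8 staining / Timing: Cell–vesicle co-incubation 1.5 h at 37 °C, staining 20 min on ice / Read-out: percent CD8+ FL2 mean versus row control / Probe or stimulus: QL9-loaded Drosophila micro-vesicles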
T cell modulator vesicle-bound % – recorded beside T cell modulator, whose call it bears; double positive events, %; measured here: CD8+ vesicle-bound cell fraction;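 binding gate set so that unloaded-vesicle control wells show 10% double positive cells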
NTR1 ag cell count 20 µM – further read-out of NTR1 ag, marked with its call; cell count; measured here: cell count, cytotoxicity flag
Myeloid diff MLP GFP+ MAC1+ % – further read-out of Myeloid diff MLP, marked with its call; GFP+ MAC1+ double positive, %; measured here: differentiation confirmed by MAC1 staining
Numbers without * were called inactive; i = inactive; ? = inconclusive; / = not tested or not shown; & = joins results of further samples; [ ] = another dose, or the depositor's remark.

SMILES	RSV antiviral HEp-2	TNAP activation fold	NTR1 ag	NTR1 ag cell count 20 µM	Rac1 GTP hydrolysis	UTI89 phage lysis	PhoP inhibition	Myeloid diff MLP	Myeloid diff MLP GFP+ MAC1+ %	Large T inhibition	T cell modulator	T cell modulator vesicle-bound %
COc1ccc(CC(=O)Nc2cc(S(=O)(=O)N3CCOCC3)ccc2N2CCCC2)cc1OC	/	/	-0.2	49	1%	?	/	i	1.2	/	i	34
Cn1nnnc1SCC(=O)N1CCc2ccccc2C1	1.1%	1	4.1	51	-11%	2.0%	5%	i	0.6	-2%	i	60
O=C(Nc1ncc([N+](=O)[O-])s1)c1cccs1	5.6%&5.6%	/	0.6&0.8	55&64	9%&9%	0.8%	-2%&5%	i	3.0&1.2	-3%&8%	i	4&32
COc1ccc(NC(C)=O)cc1NC(=O)CSc1nnc(-c2ccncc2)n1C	1.3%	1.1	-0.2	93	-4%	-0.2%	11%	i	0.8	24%	i	64
O=C(Nc1ccc2[nH]c(=O)[nH]c2c1)c1c(F)c(F)c(F)c(F)c1F	0.4%	1	-0.5	52	6%	0.3%	-6%	i	0.1	0%	i	38
O=C(Nc1ccc(F)c(Cl)c1)C1CCN(S(=O)(=O)c2cccnc2)CC1	1.1%	0.9	3.3	56	-4%	-1.5%	3%	i	3.0	-1%	i	30
CCOc1cc(-c2noc(-c3ccncc3)n2)cc(Br)c1OC	1.5%	1.1	9.2	70	6%	0.1%	-9%	i	0.6	1%	i	51
O=c1c2ccccc2sn1-c1nccs1	/	1.3	/	/	/	/	-1%	i	0.6	13µM*	/	/
O=c1c2ccccc2cnn1Cc1n[nH]c(=S)n1-c1ccc(Cl)cc1	2.4%	1	3.3	47	8%	4.0%	-7%	i	0.5	8%	i	41
COc1ccccc1C(=O)OCCNC(=O)Cn1cnc2c1c(=O)n(C)c(=O)n2C	2.9%	1.1	1.0	25	-10%	0.4%	1%	i	0.7	4%	i	42
COc1ccccc1NC(=S)N(Cc1ccccn1)Cc1ccccc1Cl	1.4%	1.1	3.7	84	7%	0.1%	-3%	i	0.8	0%	i	13
CCc1nnc(NS(=O)(=O)c2ccc(N/C=C\C(=O)c3cccc4ccccc34)cc2)s1	8.7%	1	1.9	68	2%	-4.8%	1%	i	0.6	14%	i	37
CC1(C)COCN1S(=O)(=O)c1ccc(C(=O)Nc2nnc(-c3ccc(Cl)s3)o2)cc1	-2.5%	1.1	2.3	53	/	/	-9%	/	/	4%	i	19
O=S(=O)(NC1CCCCC1NCc1ccco1)c1ccccc1 (centres undefined)	0.9%	1.1	0.3	49	0%	1.3%	8%	i	5.7	1%	i	30
COc1cc(/C=C/C(=O)OCC(=O)N2CCN(S(=O)(=O)c3ccc(C)cc3C)CC2)ccc1O	2.0%	0.9	0.8	45	88µM*	2.3%	-6%	i	0.8	30%	i	50
O=C(c1ccncc1)N1CCCC(N2CCN(c3ccc(F)cc3)CC2)C1 (centres undefined)	0.7%	/	1.8	59	8%	0.2%[50 µM]	0%	i	0.5	6%	i	43
COCCCNC(=O)CN(C1CCCCC1)S(=O)(=O)c1ccc(C)cc1	1.1%	1.1	-0.4	43	4%	3.7%	-12%	i	5.7	8%	i	29
CCC(C)N(C(=O)CSc1nnc(COc2ccccc2F)n1N)C1CCS(=O)(=O)C1 (centres undefined)	-1.7%	/	-1.3	59	7%	0.4%[50 µM]	1%	i	1.0	12%	i	49
OC1CCCN(c2ncnc3c2nnn3Cc2c(F)cccc2Cl)C1 (centres undefined)	0.7%	1.1	0.4	71	1%	0.5%	-4%	i	0.2	3%	i	45
Cc1cc(OCC(=O)OCC(=O)NC2CCCC2)ccc1Cl	2.0%	/	0.5	60	5%	0.7%[50 µM]	/	i	1.0	/	i	35

5 neighbouring compounds from above:
SMILES	RSV antiviral HEp-2	TNAP activation fold	NTR1 ag	NTR1 ag cell count 20 µM	Rac1 GTP hydrolysis	UTI89 phage lysis	PhoP inhibition	Myeloid diff MLP	Myeloid diff MLP GFP+ MAC1+ %	Large T inhibition	T cell modulator	T cell modulator vesicle-bound %
COc1ccccc1NC(=S)N(Cc1ccccn1)Cc1ccccc1Cl	1.4%	1.1	3.7	84	7%	0.1%	-3%	i	0.8	0%	i	13
CCc1nnc(NS(=O)(=O)c2ccc(N/C=C\C(=O)c3cccc4ccccc34)cc2)s1	8.7%	1	1.9	68	2%	-4.8%	1%	i	0.6	14%	i	37
CC1(C)COCN1S(=O)(=O)c1ccc(C(=O)Nc2nnc(-c3ccc(Cl)s3)o2)cc1	-2.5%	1.1	2.3	53	/	/	-9%	/	/	4%	i	19
O=S(=O)(NC1CCCCC1NCc1ccco1)c1ccccc1 (centres undefined)	0.9%	1.1	0.3	49	0%	1.3%	8%	i	5.7	1%	i	30
COc1cc(/C=C/C(=O)OCC(=O)N2CCN(S(=O)(=O)c3ccc(C)cc3C)CC2)ccc1O	2.0%	0.9	0.8	45	88µM*	2.3%	-6%	i	0.8	30%	i	50

Going on with the list:
SMILES	RSV antiviral HEp-2	TNAP activation fold	NTR1 ag	NTR1 ag cell count 20 µM	Rac1 GTP hydrolysis	UTI89 phage lysis	PhoP inhibition	Myeloid diff MLP	Myeloid diff MLP GFP+ MAC1+ %	Large T inhibition	T cell modulator	T cell modulator vesicle-bound %
COc1cccc(C(=O)Nc2ccc(-c3nnc(-c4ccco4)o3)cc2)c1	4.2%	1	2.3	43	11%	1.0%	-3%	i	0.0	0%	i	14
COc1ccc(N)cc1NC(=O)CN1CCCC1	0.2%	/	0.0	63	30%	-0.4%	0%	i	0.7	37%	i	59
Cc1ccnc(NC(=O)C23CC4CC(CC(C4)C2)C3)c1	0.3%	1.1	0.2	79	1%	2.9%	6%	i	0.8	2%	i	9
COc1ccc(C(=O)Nc2cc(OC)ccc2OC)cc1	3.2%	1.1	2.1	46	10%	1.1%	-3%	i	0.5	10%	i	41
O=[N+]([O-])c1ccccc1N/N=C1\CC2CC=CC12 (centres undefined)	1.4%	0.7	2.5	41	2%	-0.2%	5%	i	0.1	9%	i	31
CCOC(=O)c1cnc2ccccc2c1Nc1ccc2c(c1)OCCO2	1.6%	1	5.3	54	7%	3.3%[50 µM]	35%	i	1.3	3%	i	42
Cc1ccc(CC(=O)NC2CCCc3ccccc32)cc1C (centres undefined)	5.5%	/	1.6	49	5%	0.0%	-1%	i	0.2	10%	i	19
COc1ccc(N2C(=O)NC(NC(=O)c3ccncc3)(C(F)(F)F)C2=O)cc1 (centres undefined)	/	1.1	2.0	85	0%	-2.0%	-7%	i	14	16%	i	24
CN(CC1CCCCO1)C(=O)c1cc(COc2ccc(F)cc2Cl)on1 (centres undefined)	3.3%	/	-0.2	68	6%	0.7%	-1%	i	0.9	9%	i	5
O=C(COC(=O)c1cc(=O)[nH]c2ccccc12)NCc1ccc(Cl)cc1	1.8%	/	-0.6	83	4%	1.0%[50 µM]	/	i	0.3	/	i	39
FC(F)Oc1ccc(C2=Nn3c(nnc3-c3ccccc3Cl)SC2)cc1OCC1CC1	/	/	-0.7	79	7%	0.6%	/	i	1.7	/	i	9
COc1ccc(S(=O)(=O)CCC(=O)N2CCN(c3ccc(F)cc3)CC2)cc1	3.2%	1	0.4	81	12%	0.1%	-2%	i	0.1	70%	i	52
COC(=O)c1cccc(NC(N)=S)c1	-0.8%	1	-0.6	40	11%	-1.0%	1%	i	0.6	3%	i	40
NNC(=S)NCc1ccccc1	-0.9%	/	2.1	54	8%	0.2%	1%	i	0.2	14%	i	40
CCc1ccc(C2NC(=S)NC3=C2C(=O)N(c2ccccc2OC)C(c2ccc(CC)cc2)N3)cc1 (centres undefined)	6.1%	1	19	81	0%	-0.4%	11%	i	0.8	3%	i	41
CC1(C)CN(c2ccccc2)N(C(=O)c2ccc(F)cc2)C1=O	-2.9%	1	1.0	69	2%	2.5%	6%	i	4.2	20%	i	21
CCN(CC)S(=O)(=O)c1cc(-c2nnc(-c3ccc(Br)cc3)o2)ccc1Cl	-0.5%	1.1	2.4	61	10%	0.7%	8%	i	0.7	9%	i	27
CCn1c(SCC(=O)NCc2ccccc2)nnc1-c1c[nH]c2ccccc12	1.0%	1.1	0.2	40	12%	-3.3%	10%	i	2.2	4%	i	20
O=C(NCCN1CCOCC1)c1ccc2c(c1)N(Cc1ccccc1)C(=O)CS2	0.5%	1.1	-0.7	90	7%	8.2%	1%	i	2.1	1%	i	46
CCSc1oc(-c2cccs2)nc1S(=O)(=O)c1ccccc1	3.2%	1.1	-1.5	56	4%	-0.9%	0%	i	2.2	13%	i	30
CCOC(=O)c1cccc(P(=O)(C(C)(C)C)C(C)(C)C)c1	0.9%	1.1	1.3	44	9%	2.0%[50 µM]	6%	i	0.0	16%	i	42
CCCn1c(-c2ccc(OC)cc2)nc2ccccc21	4.8%	1.1	0.6	76	11%	0.7%	-5%	i	1.9	24%	i	12
CCCN1C2=NCCN2c2ccccc21	0.7%	1.1	2.1	75	4%	0.4%	2%	i	0.6	1%	i	51
COc1ccc(N2CCN(CC(O)COc3cc(C)ccc3C)CC2)cc1 (centres undefined)	-0.9%	/	2.4	76	/	1.7%[50 µM]	10%	i	0.1	4%	i	42
C[C@@H](C(=O)CC(=O)OC(C)(C)C)[C@@H](O)c1ccccc1	0.7%	/	0.8	71	2%	0.7%	-12%	i	0.1	2%	i	56
CCOC(=O)c1cnc2c(-c3ccccc3)cnn2c1N	2.6%	1.1	1.7	98	9%	0.0%	9%	i	0.2	5%	i	31
CCn1c(C)cs/c1=N\S(=O)(=O)c1ccccc1	0.0%	/	-1.3	79	9%	-0.2%	/	i	0.5	3%	i	49
CS(=O)(=O)N(CC(=O)NCCSc1ccccn1)c1cccc2ccccc12	-0.1%	1.1	-0.2	68	4%	1.4%[50 µM]	9%	i	0.9	8%	i	44
O=C(Nc1ccccc1)c1cccc(C(F)(F)F)c1	6.4%	1.1	3.6	64	-4%	1.4%[50 µM]	8%	i	0.5	7%	i	42
O=c1[nH]cnc2nc3n(c12)CCCCC3	0.1%	1	-0.5	52	10%	0.2%	-6%	i	1.3	3%	i	35
CC(NC(=O)c1ccccc1)C(=O)N/N=C/c1ccco1 (centres undefined)	-0.2%	/	-0.4	44	1%	0.1%	7%	i	0.3	1%	i	15
